# PLC-gamma1 inh: inhibitors of human phospholipase C gamma1 | purified PLC-gamma1, fluorogenic substrate, fluorescence | 0.84% of 370,000 active | inhibition, % at 12.2 µM | P19174; in the data active = inhibition above about 9.5%
# KLK7 zymogen act: activators of human kallikrein-7 zymogen; purified proKLK7, EDANS-DABCYL substrate fluorescence; 100% is mature enzyme control, 0% vehicle; 0.9% of 370,000 active; activation, % at 7 µM; AID 652039; P49862;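 active = activation above the mean of all tested compounds plus 3 SD, computed per campaign excluding outliers beyond control limits, cut at about 13% in these data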
# Target sequence (P49862 whole entry, looked up): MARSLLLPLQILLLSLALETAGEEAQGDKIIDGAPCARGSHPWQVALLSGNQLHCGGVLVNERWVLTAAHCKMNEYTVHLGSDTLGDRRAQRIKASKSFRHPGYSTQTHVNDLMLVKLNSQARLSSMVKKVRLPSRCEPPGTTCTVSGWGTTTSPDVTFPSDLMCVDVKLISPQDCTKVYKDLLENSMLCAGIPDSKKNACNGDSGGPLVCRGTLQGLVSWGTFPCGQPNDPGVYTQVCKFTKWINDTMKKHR
# sPLA2-III inh: Blocks human group III sPLA2 activity; 0.56% of 370,000 active; QFRET BODIPY PC-A2 liposome hydrolysis, fluorescence; inhibition, % at 12.2 µM;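 active = inhibition above mean plus 3 SD of compounds lying within the high and low control bounds, cut at about 19% in these data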;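 note: 0% = median of test compound wells and 100% = no enzyme DMSO wells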
# PLCb3 inh: PLC-beta3 (human) inhibition, primary screen. 0.18% of 370,000 active. Q01970. Purified PLC-beta3, fluorogenic substrate, fluorescence. inhibition, % at 12.2 µM; in the data active = inhibition above about 11%;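 note: 0% = median of compound wells on plate and 100% = full blocker control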
# UHRF1 binding: UHRF1 methyl-DNA binding inhibition | UHRF1 binding to methylated oligo, TR-FRET | 0.75% of 370,000 active | inhibition, % at 4.4 µM | AID 687016 | Q96T88; in the data active = inhibition above about 21%;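 note: UHRF1 SRA domain binding a hemimethylated CpG hairpin DNA probe; 0% = median of test compound wells and 100% = reference inhibitor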
# NR1D1 modulator: modulators of human Rev-erb alpha DNA binding; P20393; Rev-erbα–FITC-DNA binding, fluorescence polarization, 90 min; activity, % at 10 µM; 0.79% of 370,000 active; AID 1259318;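 active = activity above about 14%, limit read from the data; passing the limit was not always enough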;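 note: 0% = DMSO wells with 35 nM protein and 100% = DMSO wells with 750 nM protein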
# DDE Tn6 FP inh: DD(E)-Tn6 binding inhibition, primary FP screen; P02675; Fibrin DD(E) TRITC-Tn6 fluorescence polarization displacement; inhibition, % at 8.3 µM; 0.21% of 370,000 active; AID 720509;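 active = inhibition above a per-campaign cutoff: mean of compounds within control limits plus 3 SD, cut at about 15% in these data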;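 note: 0% = median of all compound wells on the plate and 100% = blocking peptide control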
# Tn7 DDE FP: disrupts Tn7 cyclic peptide binding to fibrin D-Dimer-E complex. P02675. FP displacement of FITC-Tn7 peptide from fibrin DD(E); 0% = median of compound wells per plate. inhibition, % at 8.3 µM. 0.13% of 370,000 active. AID 720508;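 active = inhibition above the mean of compounds falling within the control limits plus 3 SD of them, cut at about 14% in these data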;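 note: 0% = plate median of compound wells and 100% = 10 µM Aha-Tn7 peptide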
#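 System: human fibrin DD(E); quantity: Fibrin-DD(E) at 2 µM final; also added: fluorescent Tn7 probe at 0.1 µM; compound dosing: single nominal test concentration of 8.3 µM per compound; schedule: 10 min preincubation, 3 h with tracer, room temperature; detection: fluorescence polarization of the labelled Tn7 tracer; repeats: one replicate per compound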
# ARFGAP1 inh: inhibitors of rat ARFGAP1 | Q62848 | Arfgap1-stimulated ARF1 GTP hydrolysis, GDP FP detection | inhibition, % at 16.5 µM | 0.26% of 360,000 active | AID 651572;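 active = inhibition above a per-plate limit, mean inhibition of low control wells plus 3 SD, cut at about 25% in these data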;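 note: 0% = DMSO wells with enzyme and 100% = wells lacking Arfgap1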
# Target sequence (Q62848 1-136 limits assumed): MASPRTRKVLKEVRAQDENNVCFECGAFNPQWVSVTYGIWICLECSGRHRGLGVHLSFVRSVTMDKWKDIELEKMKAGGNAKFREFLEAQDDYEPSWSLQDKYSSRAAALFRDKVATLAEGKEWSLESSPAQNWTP
#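 System: truncated rat Arfgap1 GAP domain / Medium: HEPES-based buffer, pH 7.5 / Also added: N-terminally truncated human ARF1-GTP substrate / Incubation: enzyme reaction 120 min at 25 °C after 20 min preincubation / Measured by: FP of antibody-bound GDP Alexa 633 tracer, ex 620/em 688 nm / Replicates: singlicate, each compound tested once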
# ASAP1 inh: blocks human ASAP1-stimulated Arf1 GTP hydrolysis; inhibition, % at 16.5 µM; 0.19% of 360,000 active; GDP FP detection; Q9ULH1; AID 624377; in the data active = inhibition above about 25%;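 note: 0% = vehicle with enzyme and substrate and 100% = no enzyme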
# Target sequence (Q9ULH1 325-724 limits assumed): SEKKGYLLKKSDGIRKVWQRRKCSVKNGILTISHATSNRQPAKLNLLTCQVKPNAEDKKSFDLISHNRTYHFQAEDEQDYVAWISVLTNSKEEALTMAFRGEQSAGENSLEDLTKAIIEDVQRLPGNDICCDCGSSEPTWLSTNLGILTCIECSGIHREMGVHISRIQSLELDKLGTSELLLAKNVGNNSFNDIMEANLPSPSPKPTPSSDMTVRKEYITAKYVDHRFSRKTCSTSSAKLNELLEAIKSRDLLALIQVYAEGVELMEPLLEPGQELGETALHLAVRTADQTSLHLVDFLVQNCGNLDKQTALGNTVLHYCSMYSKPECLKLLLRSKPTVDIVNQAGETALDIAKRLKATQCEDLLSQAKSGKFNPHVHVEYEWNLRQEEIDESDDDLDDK
# The depositor's hits bear a star; i = inactive; x = no result given; & = joins results of further samples.
smiles	KLK7 zymogen act	Tn7 DDE FP	PLCb3 inh	ARFGAP1 inh	PLC-gamma1 inh	UHRF1 binding	ASAP1 inh	DDE Tn6 FP inh	NR1D1 modulator	sPLA2-III inh
CC1CCc2cc(F)ccc2N1S(=O)(=O)c1ccc(F)cc1 (centres undefined)	-0.5	7.2	-6.1	0.3	-0.8	2.3	-0.6	5.4	7.2	4.8
CCC(=O)c1ccccc1OCCCCn1cncn1	-0.3	13.3	-2.4	-1.9	-2.5	-0.7	-11.6	2.7	3.4	0.3
COc1cccc(NC(=O)[C@H](Cc2ccccc2)NC(=O)[C@@H]2Cc3ccccc3CN2)c1	-0.1	5.3	1.5	-10.1	-2.5	2.2	-6.7	-2.4	-1.4	-3.7
Cc1ccc(S(=O)(=O)N2CC(C(=O)O)=CC[C@H]2c2ccc(Cl)cc2)cc1	-0.3	-2.3	-7.1	5.4	-4.3	2.9	-9.7	-7.2	-6.7	-7.6
O=C(Nc1ccc(Cl)c(Cl)c1)NC1CCS(=O)(=O)C1 (centres undefined)	0.4	-4.8	-6.9	-3.6	-0.4	0.1	4.9	5.5	-1.7	-0.8
COc1ccc(C(=O)OCCc2cc3ccccc3c(=O)o2)cc1	-0.5	3.1	-1.5	12.3	0.9	-3.6	-3.3	1.3	-2.5	-6.7
CC(=O)Nc1ccc(S(=O)(=O)Nc2nnc(Cc3ccc(Cl)cc3)s2)cc1	0.4	7.7	-9.4	-14.3	-1.7	-0.1	8.7	-0.6	1.4	-32.0
COc1ccc(/C=C2\C(=O)NCC(=O)N2C)cc1	-0.1	-1.2	-3.1	-1.1	-1.9	0.3	-6.7	3.6	1.5	6.7
O=C(CSc1nc2ccccc2c(=O)n1Cc1ccc(Cl)cc1)NCc1cccs1	-0.3	1.3	1.0	-4.0	-0.8	2.1	4.6	-2.9	15.5	9.0
CCOc1ccc(C(=O)Nc2c3c(nn2C(C)(C)C)CSC3)cc1OCC	0.4	-4.0	1.2	4.4	3.2	5.0	17.3	-1.4	-0.6	2.2
Cc1ccc(N(C(=O)c2snc(C(N)=O)c2N)C(C(=O)NCC2CCCO2)c2ccc3ncccc3c2)cc1 (centres undefined)	0.3	-5.1	-190.8	-0.2	-127.2	-2.2	6.2	-3.4	1.9	-5.7
NS(=O)(=O)c1ccc(CCNc2ccnc3cc(Cl)ccc23)cc1	-0.3	1.8	-22.8	4.7	-13.8	0.8	-0.8	-0.6	-3.7	3.1
N/C(=N\OC(=O)/C=C/c1ccccc1Cl)c1ccncc1	0.5	2.8	-1.8	-0.1	1.9	-3.0	-10.2	4.9	2.1	-9.9
CCOC(=O)C(=CNc1ccc2c(c1)CCN2C(C)=O)C(=O)OCC	0.6	8.3	-17.8	-7.8	-23.1	-0.1	2.8	-4.1	3.2	-2.6
Nc1ccccc1C(=O)NCc1ccc(F)cc1	3.6	-3.1	-90.5	-1.9	-66.9	-0.6	-4.9	1.6	2.6	4.1
Nc1nnc(CC(c2ccccc2)c2ccccc2)s1	0.4	-0.5	1.4	-7.8	1.6	-2.2	-11.8	-4.7	2.3	-2.2
CNC(=O)[C@@]1(C)C=C[C@@H](Cc2ccccc2)N1C(=O)OC	0.6	0.2	-1.4	-3.7	-1.8	1.5	-4.2	2.2	1.9	-0.5
COC(=O)c1cc(NC(=O)c2cccs2)ccc1N1CCOCC1	0.2	2.7	-6.0	-0.7	0.1	-2.7	-7.2	5.4	-0.2	-2.6
Cc1cc(C)n(-c2ccc(Cl)c(C(=O)Nc3ccc(OC(F)(F)F)cc3)n2)n1	-0.5	2.1	1.0	2.8	6.3	0.6	-0.7	5.6	2.6	-0.4
CC(C)NC(=O)CN(CCc1ccccc1)S(C)(=O)=O	-0.8	-2.3	0.4	3.3	-0.8	2.5	6.6	-5.5	1.0	6.1
Cc1ccc(-c2nc3sc(C#N)c(N)n3c(=O)c2C#N)cc1	-0.3	1.3	-31.8	9.2	-14.5	-1.5	-1.9	4.2	15.6	-15.0
CCN1CCN(C(=O)CCCCCn2c(=O)[nH]c3cc(C(=O)OC)ccc3c2=O)CC1	-3.9	0.2	-171.9	0.0	-142.6	-1.0	3.8	2.9	8.4	1.8
OC(COC(c1ccccc1)c1ccccc1)CN1CCN(c2ccccn2)CC1 (centres undefined)	-0.1	-1.8	-5.4	6.6	7.9	23.4*	7.7	-10.0	1.5	-19.5
CC(C)CC(=O)Nc1cccc(C(=O)Nc2ccccc2C(=O)O)c1	0.5	4.2	-3.2	13.1	3.1	3.7	-11.7	-0.1	-1.1	-7.6
O=C(NCc1nnc(SC/C=C/c2ccccc2)o1)c1ccco1	-0.3	1.0	-1.3	1.8	-1.5	-1.5	-9.8	3.2	-4.6	-8.8

# The list goes on:
smiles	KLK7 zymogen act	Tn7 DDE FP	PLCb3 inh	ARFGAP1 inh	PLC-gamma1 inh	UHRF1 binding	ASAP1 inh	DDE Tn6 FP inh	NR1D1 modulator	sPLA2-III inh
C/C(=N\NC(=O)COc1ccc(C)cc1[N+](=O)[O-])c1cccs1	-0.4	-4.7	-0.4	0.3	8.4	6.5	-7.2	-14.1	-2.9	2.9
COc1ccc(S(=O)(=O)N2CCN(C(=O)COc3ccc(C)c(C)c3)CC2)cc1OC	-0.3	0.4	-7.5	16.0	3.1	12.6	-2.4	-1.2	3.9	-6.8
Nn1c(C2CCC2)nc2ccccc2c1=O	0.5	-7.3	-1.3	-7.1	4.6	-1.3	-5.1	-5.3	6.3	-1.6
COc1cc(/C=C/C(C)=NNc2ccccc2)ccc1O	0.1	-2.8	-10.8	6.0	-10.2	-2.1	-4.0	4.5	-4.7	-24.7
Cc1noc(NS(=O)(=O)c2ccc(N)cc2)c1C	-0.6	-6.4	-4.1	13.0	2.8	2.7	2.2	4.0	1.6&21.1	10.0
COC(=O)c1ccc(C(=O)Nc2cc(Cl)ccc2Cl)cc1NC(=O)c1ccc(N(C)C)cc1	0.1	-8.7	-1.7	6.4	0.1	-1.4	-5.5	-2.2	-3.1	13.1
COc1cccc(C(=O)OCC(=O)c2c[nH]c3ccccc23)c1O	0.9	-0.1	-6.9	-1.5	-1.0	-1.4	8.0	-5.2	3.0	-24.6
Oc1ccc(CNc2ccccn2)c2cccnc12	x	7.0	-10.2	x	-0.7	0.0	x	-4.9	2.1	9.3
COC(=O)c1ccc(CNC(=O)CNc2cc(C(F)(F)F)ccc2N2CCOCC2)cc1	0.8	-4.0	4.5	13.1	-2.7	0.8	4.6	-8.6	-4.7	7.1
C[C@H]1[C@@H]2C[C@@]3(O[C@H](c4ccccn4)N=C3C[C@@H]1c1ccccc1)N(Cc1ccncc1)C2=O	0.5	3.4	-0.5	0.1	-1.9	-0.7	-3.9	-8.9	-2.2	0.7
CCOC(=O)C1(CCOc2ccccc2)CCN(Cc2cccc3c2OCO3)CC1	0.1	-0.2	0.1	-4.5	1.7	-1.0	0.3	6.9	6.6	-12.1
COc1ccc(Cl)cc1NC(=O)c1cnc2n(c1=O)CCS2	0.0	-1.0	-2.5	-8.7	-6.0	-1.1	2.9	0.2	7.6	-1.3
Cc1cccc(C)c1N(CC(=O)NCc1ccccc1)C(=O)c1csnn1	-0.4	2.4	-3.5	8.3	0.0	-1.4	1.0	-1.0	-4.0	2.5
O=C(O)c1ccccc1S(=O)(=O)CC(=O)N1CCCCC1	-0.2	-6.1	-2.6	0.7	0.8	-2.6	-8.9	-6.4	-0.8	-1.3
CCCn1ccnc1SCC(=O)Nc1c(C)n(C)n(-c2ccccc2)c1=O	0.3	7.6	-2.0	-13.6	2.4	5.1	-2.2	-0.5	6.4	14.4
COc1ccc(CCC(=O)OCc2csc(CC(=O)Nc3ccccc3C)n2)cc1	0.6	-3.9	-4.2	1.7	3.4	-1.7	-3.4	-3.0	-2.1	-40.3
CC(=O)c1c(C)[nH]c(C(=O)COC(=O)c2c(C)noc2C)c1C	-0.4	-8.7	2.7	-4.0	0.1	0.3	-6.8	1.9	6.9	5.2
O=C(COc1ccc(S(=O)(=O)NC2CCCCC2)cc1)NCc1ccccn1	0.5	3.2	-1.6	2.4	-0.6	-0.9	-2.5	4.1	-3.8	1.0
CN(CC1CCCO1)S(=O)(=O)c1ccc(C(=O)N2CCN(c3ccccc3)CC2)cc1 (centres undefined)	0.3	-4.3	0.4	2.9	1.8	-0.4	-3.0	10.9	4.8	4.4
O=C(NCc1nnc2c(C(F)(F)F)cc(Cl)cn12)C1CCCC1	-0.2	-1.4	-5.7	-1.8	-0.5	2.6	2.7	-5.8	-3.8	12.8
CCO[C@H]1OC(C(=O)N2CCN(C)CC2)=C[C@@H](C2CC2)[C@@H]1CCCO	0.5	7.6	6.1	-12.0	2.5	3.8	7.1	0.7	-0.7	-3.2
N#Cc1c(C(F)(F)F)cc(-c2ccccc2Cl)[nH]c1=O	9.9	-5.5	i	9.1	-415.4	4.9	4.8	-7.2	-3.6	-34.7
COc1cc(C(=O)NNC(=S)Nc2ccc(S(N)(=O)=O)cc2)cc(OC)c1OC	0.0	3.5	-10.0	3.0	-5.0	-0.7	-1.7	-3.5	4.0	15.0
COc1ccccc1NC(=O)CSc1nnc(-c2ccco2)n1Cc1ccco1	-0.2	2.9	2.7	4.5	1.4	-2.8	-0.9	1.3	-4.0	-7.6
Cc1cc(C)n(CCCC(=O)O)n1	0.0	2.7	3.5	5.8	-4.0	0.7	-3.0	-4.1	-5.9	-2.1
CCOc1ccc(-n2c(C)cc(/C=N/NC(=O)C(N)=O)c2C)cc1	-0.4	0.7	-16.8	7.0	-6.0	-5.0	14.2	4.7	-5.6	-1.7
CC(C)(C)c1[nH]nc2c1C(c1ccsc1)C(C#N)=C(N)O2 (centres undefined)	-0.6	-7.0	-1.4	-2.3	0.2	-1.9	-13.1	5.4	-2.7	-5.6

# Retrieved by compound from above, five records:
smiles	KLK7 zymogen act	Tn7 DDE FP	PLCb3 inh	ARFGAP1 inh	PLC-gamma1 inh	UHRF1 binding	ASAP1 inh	DDE Tn6 FP inh	NR1D1 modulator	sPLA2-III inh
CCO[C@H]1OC(C(=O)N2CCN(C)CC2)=C[C@@H](C2CC2)[C@@H]1CCCO	0.5	7.6	6.1	-12.0	2.5	3.8	7.1	0.7	-0.7	-3.2
Cc1noc(NS(=O)(=O)c2ccc(N)cc2)c1C	-0.6	-6.4	-4.1	13.0	2.8	2.7	2.2	4.0	1.6&21.1	10.0
OC(COC(c1ccccc1)c1ccccc1)CN1CCN(c2ccccn2)CC1 (centres undefined)	-0.1	-1.8	-5.4	6.6	7.9	23.4*	7.7	-10.0	1.5	-19.5
O=C(COc1ccc(S(=O)(=O)NC2CCCCC2)cc1)NCc1ccccn1	0.5	3.2	-1.6	2.4	-0.6	-0.9	-2.5	4.1	-3.8	1.0
O=C(Nc1ccc(Cl)c(Cl)c1)NC1CCS(=O)(=O)C1 (centres undefined)	0.4	-4.8	-6.9	-3.6	-0.4	0.1	4.9	5.5	-1.7	-0.8

# Assay outcomes as filed in PubChem.
